# Screening data (PubChem)
# N370S GC = qHTS Assay for Inhibitors and Activators of N370S glucocerebrosidase as a Potential Chaperone Treatment of Gaucher Disease | Lysosomal acid glucosylceramidase (Homo sapiens), P04062 | N370S GC spleen homogenate, 4MU-glucoside fluorescence | Potency, µM (titrated, usually from 59.4 µM), for inactives: at the highest dose activity change, negative = inhibition, actives largely listed as inhibitors | 330,000 tested, 0.092% active | AID 2101, 2009;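 also: 0% = full enzyme activity and -100% = no enzyme basal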
# TDP1 block = qHTS Assay for Inhibitors of Tyrosyl-DNA Phosphodiesterase (TDP1); Tyrosyl-DNA phosphodiesterase 1 (Homo sapiens), Q9NUW8; recombinant TDP1, AlphaScreen DNA substrate cleavage; Potency, µM (series often up to 130 µM), inactives show at the top dose activity change, negative = inhibition, hits mostly inhibitors; 350,000 tested, 0.28% active; also: nearly all actives have a fitted effect of over 40% in size
# Target sequence (Q9NUW8 whole entry, looked up): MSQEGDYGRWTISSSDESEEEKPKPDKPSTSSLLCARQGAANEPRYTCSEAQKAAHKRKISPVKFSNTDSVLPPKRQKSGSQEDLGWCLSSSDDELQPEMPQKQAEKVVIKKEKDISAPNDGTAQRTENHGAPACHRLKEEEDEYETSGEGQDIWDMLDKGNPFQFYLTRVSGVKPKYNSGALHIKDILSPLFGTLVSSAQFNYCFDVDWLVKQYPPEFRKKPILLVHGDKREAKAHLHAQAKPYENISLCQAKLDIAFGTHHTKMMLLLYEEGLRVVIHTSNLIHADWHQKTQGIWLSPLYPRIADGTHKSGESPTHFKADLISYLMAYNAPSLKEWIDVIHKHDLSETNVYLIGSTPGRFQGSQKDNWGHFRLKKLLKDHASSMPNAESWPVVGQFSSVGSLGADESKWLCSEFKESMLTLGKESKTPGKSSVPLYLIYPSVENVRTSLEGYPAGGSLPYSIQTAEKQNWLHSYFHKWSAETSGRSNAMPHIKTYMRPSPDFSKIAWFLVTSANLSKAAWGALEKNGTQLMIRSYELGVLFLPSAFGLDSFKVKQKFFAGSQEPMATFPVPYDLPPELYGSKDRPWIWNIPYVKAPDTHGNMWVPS
#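 Steps: enzyme plus compound, 15 min RT; add biotin/phosphotyrosine-FITC oligonucleotide (15 nM final), react 5 min; add donor/acceptor beads (10 ug/ml final), 10 min; read AlphaScreen. Tdp1 at 1 nM final.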
# FEN1 inhibitor = qHTS Assay for the Inhibitors of Human Flap endonuclease 1 (FEN1); 390,000 tested, 0.35% active; Potency, µM (doses to about 114 µM), for inactives: at the highest dose activity change, negative = inhibition, most hits filed as inhibitors; P39748; AID 588795, 2011; Recombinant FEN1 flap cleavage, fluorescence, 15 min; also: nearly all actives have a fitted effect of over 65% in size
# Target sequence (P39748 whole entry, looked up): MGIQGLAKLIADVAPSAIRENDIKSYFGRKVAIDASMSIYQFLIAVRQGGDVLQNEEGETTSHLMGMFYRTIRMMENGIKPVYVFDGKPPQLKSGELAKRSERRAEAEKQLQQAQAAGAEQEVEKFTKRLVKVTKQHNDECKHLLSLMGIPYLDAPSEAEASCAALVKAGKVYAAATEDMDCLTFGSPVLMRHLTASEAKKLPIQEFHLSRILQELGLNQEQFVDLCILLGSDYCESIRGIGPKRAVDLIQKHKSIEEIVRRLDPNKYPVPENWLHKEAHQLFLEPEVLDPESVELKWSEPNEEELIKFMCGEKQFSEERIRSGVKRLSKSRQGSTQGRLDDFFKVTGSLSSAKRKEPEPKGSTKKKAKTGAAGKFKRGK
#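 Nuclease activity of 10 nM FEN1 was measured after 15 min of room-temperature exposure to titrated compounds, by adding 50 nM flap substrate and reading plates at 0 and 15 min.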
# * hit, by the source's call; ? = inconclusive; / = not tested or not shown; & = joins results of further samples; [ ] = dose if it differs, or a comment. Calls follow the shape of the dose curve; as a rule, active = well fitted curve in the direction sought with a large enough effect; inconclusive = small, poorly fitted or top-dose-only effect, or another doubt; inactive = no such curve, though single readings can be large; an effect the other way counts as inactive or inconclusive. Unless noted, % is scaled to controls: 0 for no effect and ±100 for the full control effect; potency is read from the fitted curve at half-maximal effect.
SMILES,N370S GC,TDP1 block,FEN1 inhibitor
O=C(Nc1cc(Cl)ccc1Cl)C1Cc2ccccc2O/C1=N\O (stereo not drawn),3%,/,-7%
C/C(=N\NC(=O)CSc1nc2ccccc2[nH]1)c1ccncc1,-5%,5%,-6%
CCN1C(=O)[C@H]2[C@H]3[C@H](O)[C@H](O)C/C(=N/OC[C@@H](O)[C@H]4O[C@H]5OC(C)(C)O[C@H]5[C@@H]4O)[C@@H]3CC[C@@H]2C1=O,-2%[12.8 µM],6%[21 µM],/
O=C(O)COc1ccccc1C1C2C(=O)N(c3ccccc3)C(=O)C2ON1c1ccccc1 (stereo not drawn),-5%,2%,23%
O=C(CSc1nc(-c2ccco2)cc(C(F)(F)F)n1)N1CCN(c2cccc(Cl)c2)CC1,8%,5%,-11%
O=C(CSc1nc(C(F)(F)F)cc(=O)[nH]1)NCc1ccc2c(c1)OCO2,3%,1%,0%
Nc1nc2c(ncn2[C@H]2C[C@H](O)[C@@H](CO)O2)c(=O)[nH]1,-20%,0%,2%&-6%
Cc1cccc(-c2nc3ccccc3c3nncn23)c1,-4%,4%,6%
CN1CCC(Oc2ccccc2Sc2ccccc2)CC1,-6%,-5%,-1%
CCOC(=O)C1=C(COC(=O)/C=C/c2ccc(OC)cc2OC)NC(=O)NC1C (stereo not drawn),-6%,9%,12%
COc1ccc(OCC(=O)Nc2ccc(OC)c(S(=O)(=O)N3CCCCC3)c2)cc1,5%,-11%,9%
O=[N+]([O-])c1ccc(NCCNS(=O)(=O)c2ccccc2)cc1,-28%,8%,-7%
COc1ccc(CCN2CC(C(=O)NCCc3cnn(C)c3)CCC2=O)cc1 (stereo not drawn),-1%,0%,16%
COc1cc(NS(=O)(=O)c2ccc3oc(=O)c4ncn(C)c4c3c2)cc(OC)c1,/,3%,6%
CCOc1ccc(CN(C(=O)c2ccco2)C2CCS(=O)(=O)C2)cc1 (stereo not drawn),6%,6%,7%
CCOc1ccc(-n2c(=O)[nH]cc(C(=O)Nc3ccc(OC)c(OC)c3)c2=O)cc1,0%,2%,-1%
Cc1ccc(NC(=O)CCC(=O)N2Cc3ccccc3Oc3ncccc32)c(C)c1,/,3%,-3%
COc1ccc(CCNC(=O)C2CCC(C(C)(C)C)CC2)cc1OC (stereo not drawn),12%,5%,13%
Cc1nnc(SCc2cnc(-c3ccc(C(C)C)cc3)s2)n1C,2%,4%,7%
CCOC(=O)c1ccc(NC(=O)C2CCCN(c3ccc(Sc4ccc(C)cc4)nn3)C2)cc1 (stereo not drawn),/,-4%,0%
O=C(Cc1ccc(Cl)cc1)Nc1ccccc1CO,4%,7%,-6%
Cc1cccc(C)c1NC(=O)c1cc(S(=O)(=O)N2CCc3ccccc3C2)ccc1F,/,10%,0%
CC(=O)N1CSCC1C(=O)N1CCN(c2ccc(N3CCOCC3)nn2)CC1 (stereo not drawn),1%,1%,1%
Cc1ccc(CNC(=O)c2cc(NS(=O)(=O)c3ccc(C)cc3)ccn2)cc1,/,6%,-2%
C=CCOC(=O)C1=C[C@H](c2ccc(Br)cc2)[C@@H](CCCO)[C@H](OCC)O1,3%,4%,3%
CCOC(=O)C1CCN(C(=S)Nc2ccc(Cl)cc2C)CC1,3%,5%,13%
Cc1ccc(S(=O)(=O)N(C)C)cc1NC(=O)COC(=O)c1ccc(Cl)cc1,8%,4%,12%
CC(C)(C)c1cc(C(=O)NNC(=O)c2ccc(C(F)(F)F)cc2)no1,-6%,5%,10%
Cc1cc(OC(C)C(=O)NCC2CCC(C(=O)O)CC2)c2c(C)c(C)c(=O)oc2c1 (stereo not drawn),0%,/,2%
CNS(=O)(=O)c1ccc2c3c(cccc13)C(=O)N2,4%,/,1%
C=CC(C1=CC(=O)C(OC)=CC1=O)c1ccccc1 (stereo not drawn),4%,19%[56.1 µM],/
CCCCSc1nnc(-c2ccccc2NC(C)=O)c(=O)[nH]1,3%,5%,10%
Cc1ccc(N2C(=O)C3C4C=CC(CNC(=S)N5CCN(c6cccc(C)c6)C(C)C5)(O4)C3C2=O)cc1 (stereo not drawn),-3%,8%,3%
NC(=O)c1ccccc1NC(=O)Nc1ccc(F)c(Cl)c1,5%,-3%,2%
C=CCc1cc(OC)ccc1OCCCCn1cncn1,4%,7%,-15%
Cc1ccc(Cn2c(=O)n(CCc3ccccc3)c(=O)c3sc4ccccc4c32)cc1,/,4%,-11%
CCOC(=O)c1ccccc1NC(=O)CN(c1ccccc1OCC)S(C)(=O)=O,10%,-1%,-13%
Cc1nc(SCC(=O)O)c(C#N)c(-c2ccco2)c1C(=O)N(C)C,8%,0%,-9%
O=C(Nc1ccccc1Cl)Oc1ccc(Cl)cc1Cl,7%,4%,-8%
CCOC(=O)COc1ccccc1/C=C1/NC(=O)NC1=O,-1%,-1%,-7%
COC(=O)[C@H](CCSC)NC(=O)NC1CCN(Cc2ccccc2)CC1,0%,6%,1%
COc1ccc(N2CCN(CCC(=O)c3ccc4ccccc4c3)CC2)cc1,-9%,/,-19%
Cc1ccc(S(=O)(=O)N2CCCC(C)C2)cc1 (stereo not drawn),1%,/,-3%
Cc1ccc(CSc2nnc(CCCCCNC(=O)OC(C)(C)C)o2)cc1,9%,/,-5%
COc1cc(-c2cc(C(=O)Nc3c(Cl)cc(Cl)cc3Cl)c3ccccc3n2)cc(OC)c1OC,10%,0%,-5%
O=c1cnnc(Nc2ccc(Nc3ccccc3)cc2)[nH]1,-14%,8%,-4%
Fc1ccc(COc2ccccc2-c2ccnc3ncnn23)cc1,-1%,2%,-5%
O=C1NC(c2cccc(Cl)c2)Oc2ccccc21 (stereo not drawn),-9%,/,6%
O=C(CSc1nnc(NC(=O)c2ccc3c(c2)OCO3)s1)NCc1ccco1,-3%,-3%,0%
CC(=O)c1ccc(N2CCN(S(=O)(=O)c3cc(-c4onc(C)c4C)ccc3C)CC2)cc1,/,3%,-2%
Cc1ccc(C)c(S(=O)(=O)N2CCN(Cc3cc4c(cc3O)OCO4)CC2)c1,/,8%,-22%
O=C(NC1CCCCC1)c1ccc(NS(=O)(=O)c2cccc3cccnc23)cc1,19%,-2%,-5%
COc1ccc(Nc2ncnc3c2cnn3C)c(OC)c1,/,3%,18%
CCc1ccccc1NC(=O)CCc1nc(-c2ccc(C)cc2)no1,-10%,6%,2%
Cc1cc(CN(C)C(=O)CCc2nnc(Cc3cccc(C(F)(F)F)c3)o2)on1,21%,0%,-7%
Cc1cccc(-c2nc3c(c(SCC(N)=O)n2)CCCC3)c1,7%,2%,-5%
COc1ccc(S(=O)(=O)c2cn(Cc3ccccc3)c3cc(N4CCCC4)c(F)cc3c2=O)cc1,/,2%,8%
Cc1[nH]c2ccccc2c1/C=N/NC(=O)CNC(=O)c1ccc2c(c1)OCCO2,?,3%,-1%
CC[C@H](C)[C@H](NC(=O)[C@H](N)Cc1ccc(O)cc1)C(=O)N[C@@H](CC(N)=O)C(=O)N[C@@H](CC(C)C)C(=O)N[C@H](C(=O)N[C@@H](C(=O)N[C@@H](CCCN=C(N)N)C(=O)N[C@@H](CCC(N)=O)C(=O)N[C@@H](CCCN=C(N)N)C(=O)N[C@H](Cc1ccc(O)cc1)C(N)=O)[C@@H](C)O)[C@@H](C)CC,-6%,7%,/
COc1ccc(-c2oc(NC(=O)c3ccc(C)cc3)c(C#N)c2-c2ccc(OC)cc2)cc1,-7%,10%,-3%
# Other entries follow.
SMILES,N370S GC,TDP1 block,FEN1 inhibitor
Cc1cccc(Cc2c(C)nc3nc(SCc4ccccc4Cl)nn3c2C)c1,/,3%,13%
Cc1cc2c(Nc3ccccc3)ncnc2s1,-2%,5%,-1%
O=C(NCc1ccco1)c1ccc(Cn2c(=O)c3ccccc3n(Cc3cccc(F)c3)c2=O)cc1,20%,-2%,-1%
CCOC(=O)c1ccc(NC(=O)C2(c3ccc(OC)cc3)CCOCC2)cc1,-10%,3%,-17%
CCC(=O)N1CCCc2cc(S(=O)(=O)N3CCC(N4CCCCC4)CC3)ccc21,1%,5%,-2%
COc1ccccc1NC(=O)C1CCN(C(=O)c2sc3nc[nH]c(=O)c3c2C)CC1,/,4%,0%
CS(=O)(=O)N(CC(=O)N1CCOCC1)c1cc(Cl)ccc1Cl,-8%,/,-4%
CCN1C(=NCc2cc(OC)c(OC)c(OC)c2)N[C@@H](c2cccc(C(F)(F)F)c2)C(C(=O)OC)=C1C,-7%,2%,-10%
COc1ccc(C2C(=O)N(C3CCC(C)CC3)CC(=O)N2C2CCCC2)cc1OC (stereo not drawn),/,8%,0%
CCn1c(SCc2ccc(F)cc2)nnc1C1CCN(S(=O)(=O)c2ccc(OC)cc2)CC1,-1%,3%,-5%
CCOc1ccc(C(C(=O)NC2CCCC2)N(C(=O)c2snc(C(N)=O)c2N)C2CCCC2)cc1 (stereo not drawn),4%,9%,-8%
CC(=O)c1c(C)c[nH]c1C,4%,5%,2%
CCC1CCCCN1S(=O)(=O)c1ccc(NC(=O)CSc2ncccc2C(=O)O)cc1 (stereo not drawn),6%,2%,-1%
COc1ccc2[nH]c(=O)c(CN(Cc3nnnn3Cc3ccccc3)CC3CCCO3)cc2c1 (stereo not drawn),10%,2%,-4%
O=C(C(Cc1ccccc1)N1C(=O)C2C3C=CC(C3)C2C1=O)N1CCCCC1 (stereo not drawn),2%,2%,1%
N#CCCn1c(SCC(=O)N2CCN(S(=O)(=O)c3ccccc3)CC2)nc2ccccc21,6%,0%,10%
COc1ccc(-c2nc3nc(C)cc(C)n3n2)cc1,9%,2%,-11%
CC(C)CN(Cc1cc2ccccc2[nH]c1=O)C(=O)c1cccnc1,-5%,1%,8%
CC(C)(C)OC(=O)N[C@H](C(=O)OC(C)(C)C)c1ccc(Br)cc1,/,-7%,-1%
COc1ccc(NC(=O)CN(C)C(=O)CCc2ccccc2)cc1,-2%,7%,-3%
c1ccc2c(c1)nc(-c1ccncc1)n2CCNc1nc(CN2CCCCC2)cs1,-2%,/,-6%
COC(=O)c1c(C(=O)OC)c2oc3ccccc3n2c1Cl,-13%,3%,-15%
O=C(Nc1cccc(N2C(=O)C3C4C=CC(C4)C3C2=O)c1)c1cccs1 (stereo not drawn),5%,0%,0%
COc1ccc(OC)c(CNC(=O)C2COc3ccccc3C2)c1 (stereo not drawn),/,4%,14%
CS(=O)(=O)N1CCN(Cc2cc(=O)n3ccsc3n2)CC1,-4%,1%,41%
Cc1ccc(Cn2c(C)c3cnn(CC(=O)N4CCN(c5ccc(F)cc5)CC4)c(=O)c3c2C)cc1,/,8%,-16%
CSc1ccccc1C(=O)N1CCN(c2cccc(Cl)c2)CC1,1%,3%,-11%
CCOc1ccc(NC(=O)c2cc(C)nc3c2c(C)nn3-c2ccc(C)cc2)cc1,/,3%,3%
CC(C)(C)OC(=O)NC1CONC1=O (stereo not drawn),-15%,3%,15%
O=C1Nc2cc(C(=O)N3CCN(Cc4ccccc4)CC3)ccc2SC1N1CCOCC1 (stereo not drawn),4%,4%,-3%
Cc1nnc(NC(=O)c2ccc3ccccc3c2)o1,4%,4%,-7%
O=C(O)CSc1nnc(NC(=O)CN2CCOCC2)s1,2%,/,-1%
CCC1CCc2c(sc3nc(SCC(=O)NCc4ccco4)n(-c4ccccc4)c(=O)c23)C1 (stereo not drawn),10%,1%,0%
CCN(CC)S(=O)(=O)c1ccc2c(c1)N(CC(=O)Nc1cccc(C(C)=O)c1)C(=O)CO2,/,2%,12%

# Filtered by structure, the entries above with an NH in an aromatic ring (11)
SMILES,N370S GC,TDP1 block,FEN1 inhibitor
C/C(=N\NC(=O)CSc1nc2ccccc2[nH]1)c1ccncc1,-5%,5%,-6%
O=C(CSc1nc(C(F)(F)F)cc(=O)[nH]1)NCc1ccc2c(c1)OCO2,3%,1%,0%
Nc1nc2c(ncn2[C@H]2C[C@H](O)[C@@H](CO)O2)c(=O)[nH]1,-20%,0%,2%&-6%
CCOc1ccc(-n2c(=O)[nH]cc(C(=O)Nc3ccc(OC)c(OC)c3)c2=O)cc1,0%,2%,-1%
CCCCSc1nnc(-c2ccccc2NC(C)=O)c(=O)[nH]1,3%,5%,10%
O=c1cnnc(Nc2ccc(Nc3ccccc3)cc2)[nH]1,-14%,8%,-4%
Cc1[nH]c2ccccc2c1/C=N/NC(=O)CNC(=O)c1ccc2c(c1)OCCO2,?,3%,-1%
COc1ccccc1NC(=O)C1CCN(C(=O)c2sc3nc[nH]c(=O)c3c2C)CC1,/,4%,0%
CC(=O)c1c(C)c[nH]c1C,4%,5%,2%
COc1ccc2[nH]c(=O)c(CN(Cc3nnnn3Cc3ccccc3)CC3CCCO3)cc2c1 (stereo not drawn),10%,2%,-4%
CC(C)CN(Cc1cc2ccccc2[nH]c1=O)C(=O)c1cccnc1,-5%,1%,8%

# Limited to FEN1 inhibitor and N370S GC (2 entries from above):
Molecule | FEN1 inhibitor | N370S GC
CS(=O)(=O)N1CCN(Cc2cc(=O)n3ccsc3n2)CC1 | 41% | -4%
CCOc1ccc(NC(=O)c2cc(C)nc3c2c(C)nn3-c2ccc(C)cc2)cc1 | 3% | /
